# esBAF inh – inhibitors of esBAF chromatin remodeling in mouse ES cells; Bmi1-luciferase knock-in reporter, 24 h; 100% = twice the neutral-well signal; reporter increase, % at 12.5 µM; 350,000 compounds, 2% hits; AID 602393; in the data active means activation above about 40%; inconclusive means no clear call, values can overlap the other calls;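 further: 0% = median of the plate's neutral control wells and 100% = double that signal; a rise in the Bmi1 reporter signal indicates esBAF inhibition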
# LGR2 antag – Drosophila LGR2 receptor signaling inhibition | HEK293 LGR2, CRE-luciferase, bursicon-stimulated, 4 h | inhibition, % at 9.99 µM | AID 720647 | 380,000 compounds, 0.35% hits;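 active means drop in luminescence signal, shown as inhibition above about 50% in the replicate tests, limit read from the data, passing the limit was not always enough; inconclusive means probably only some replicates passing the limit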;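 further: agonist challenge used bursicon conditioned medium at about half maximal strength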
# CASP6 VEID inh – caspase-6 (human) enzyme inhibition | P55212 | 350,000 compounds, 0.53% hits | inhibition, % at 12.5 µM | purified caspase-6, Z-VEID-R110 cleavage fluorescence;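 active means mean inhibition across replicates at least about 35%, with every replicate also reaching that limit, limit read from the data; inconclusive means only one of the two criteria met; inactive means neither criterion met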;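 further: 0% = median of neutral control wells and 100% = no fluorescence left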
# Target sequence (P55212 24-179 limits assumed): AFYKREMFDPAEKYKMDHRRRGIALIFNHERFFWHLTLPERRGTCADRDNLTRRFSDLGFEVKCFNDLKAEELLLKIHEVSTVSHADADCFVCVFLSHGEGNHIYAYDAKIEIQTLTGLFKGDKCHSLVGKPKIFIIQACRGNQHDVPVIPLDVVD
# Target sequence (P55212 194-293 limits assumed): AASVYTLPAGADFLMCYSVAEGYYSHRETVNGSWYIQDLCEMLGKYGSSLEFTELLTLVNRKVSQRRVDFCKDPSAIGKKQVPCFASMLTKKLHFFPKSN
# SIRT5 block – sirtuin-5 (human) deacylase inhibition; Q9NXA8; Purified SirT5, succinyl-peptide AMC, trypsin-coupled fluorescence; inhibition, % at 15 µM; 330,000 compounds, 1.1% hits; in the data active means inhibition above about 15%; inconclusive means no clear call, values can overlap the other calls
# Target sequence (Q9NXA8 whole entry, looked up): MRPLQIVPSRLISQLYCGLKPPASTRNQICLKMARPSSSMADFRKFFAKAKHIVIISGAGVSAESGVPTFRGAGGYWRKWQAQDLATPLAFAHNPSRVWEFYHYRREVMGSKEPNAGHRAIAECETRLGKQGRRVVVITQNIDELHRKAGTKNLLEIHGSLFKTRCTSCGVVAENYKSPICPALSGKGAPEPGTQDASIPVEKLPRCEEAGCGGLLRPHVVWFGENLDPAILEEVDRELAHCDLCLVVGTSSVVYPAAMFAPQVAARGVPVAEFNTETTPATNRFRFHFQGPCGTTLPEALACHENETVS
# Statin myotox sup – protects C2C12 myotubes from simvastatin toxicity | 330,000 compounds, 0.78% hits | rescue of ATP level, % at 7.49 µM | ATP luminescence, 48 h; scaled: DMSO 0, geranylgeraniol control 100;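 active means mean ATP rescue above about 67%, or every replicate alone reaching that limit, limit read from the data, passing the limit was not always enough; inconclusive means no clear call, values can overlap the other calls; inactive means mean under the limit and some replicate under it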;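 further: myotubes were challenged with 10 µM simvastatin during compound exposure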
# FN deposit inh – fibronectin deposition inhibition. inhibition, % at 12.6 µM. AH1F fibroblasts, Alexa488-fibronectin deposition fluorescence, overnight. 350,000 compounds, 0.086% hits. AID 743247;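 active means mean inhibition across replicates of 30% or more, regardless of how many single replicates reach that level; inconclusive means mean under 30% yet at least half of replicates reach 30%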;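 further: positive control wells lacked labelled fibronectin entirely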
#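 Material: AH1F fibroblast monolayer depositing Alexa488-labelled fibronectin into matrix | Input: 10000 AH1F cells/well | Medium: DMEM plus 2% serum, read in PBS | Reagent: Alexa488-fibronectin, 24 nM final in well | Compound dosing: One dose per compound, pinned | Schedule: 1 h adhesion, overnight exposure | Measured by: Fluorescence at 485 nm excitation, 525 nm emission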
# S100A4 MyoIIA – S100A4-myosin IIA interaction inhibition; inhibition, % at 10.7 µM; P26447; S100A4/TAMRA-MyoIIA peptide fluorescence polarization; 360,000 compounds, 0.14% hits;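 active means mean inhibition of at least 70% across replicates, with every replicate also reaching that level; inconclusive means mean inhibition reaches 70% but some replicates fall short; inactive means mean inhibition below 70%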
# Target sequence (P26447 whole entry, looked up): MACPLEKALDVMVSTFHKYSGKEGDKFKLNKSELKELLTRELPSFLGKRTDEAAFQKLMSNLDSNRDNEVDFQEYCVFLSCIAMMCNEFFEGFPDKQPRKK
#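 incubation = readout 5 min after mixing, signal stable up to 60 min | system = S100A4 monomer protein | buffer or medium = HEPES pH 7.2 with CaCl2, KCl, NaCl, DTT, Triton | benchmarks = neutral control DMSO, positive control TFP | also added = fluorescent myosin IIA peptide, 5 nM | compound dosing = one concentration per compound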
# An asterisk follows results filed as active; ? = inconclusive; / = not tested or not shown.
SMILES,esBAF inh,LGR2 antag,CASP6 VEID inh,SIRT5 block,Statin myotox sup,FN deposit inh,S100A4 MyoIIA
O=C(C[C@@H]1CC[C@H](NC(=O)Cc2ccccn2)[C@H](CO)O1)NCCc1ccccc1,-4,23,-11,5,0,/,6
CCCC(=O)OCC(=O)Nc1ccc2c(c1)OCO2,/,-11,-5,/,/,/,-8
C[C@@H]1CN([C@@H](C)CO)C(=O)c2cccc(NS(=O)(=O)c3cn(C)cn3)c2O[C@@H]1CN(C)S(=O)(=O)c1ccc(F)cc1,-8,-23,0,-1,-18,-3,9
CC(=O)c1ccc(N(CC(=O)NC2CCS(=O)(=O)C2)S(=O)(=O)c2ccc(C)cc2)cc1 (stereo not given),-9,-13,-1,/,2,8,8
COCCNC(=O)C1(C)Cc2c(-c3ccc4c(c3)OCO4)ccnc2O1 (stereo not given),-5,-14,-1,/,-24,11,-1
CCS(=O)(=O)Nc1ccc2c(c1)C(=O)N(C)C[C@@H](OC)[C@H](C)CN(C(=O)c1ccc3c(c1)OCO3)[C@@H](C)CO2,-2,4,3,-3,3,3,-4
O=C([C@H]1N[C@H]2c3ccc(-c4ccc(F)cc4)c(=O)n3C[C@H]2[C@@H]1CO)N1CCc2ccccc2C1,-1,7,4,-6,29,-5,-4
Cc1ccc2nc(C)c(C(=O)N/N=C/c3ccc(N4CCOCC4)cc3)cc2c1,10,-11,/,/,5,/,/
COc1ccc(OC)c(NC(=O)CCN2CCN(c3ccccc3OC)CC2)c1,4,6,2,-1,2,8,2
COc1cc(OC)cc(-c2c(C#Cc3ccsc3)c3cc(-c4ccc(OC)c(OC)c4)ccc3n2C)c1,3,-23,-3,/,-14,0,-2
COC(=O)c1ccc(NC(=O)CCCN2C(=O)NC(C)(C)C2=O)cc1,-5,-5,2,-1,-16,3,-1
O=C(CCCCCN1C(=O)c2cccc([N+](=O)[O-])c2C1=O)Nc1ccccc1F,-5,11,-4,-2,9,-2,-1
CCOc1cc(Br)cc(/C=C2\SC(=Nc3ccccc3)NC2=O)c1O,0,-1,3,1,8,15,-5
C/C=C/C=C\C(=O)Nc1cccc(C2=NOC3(C2)C[C@H](C(N)=O)N(C(=O)CC#N)C3)c1 (stereo not given in full),2,17,12,/,-3,-12,-4
COc1ccc(S(=O)(=O)Cc2ccc(C(=O)NCc3ccccn3)o2)cc1,8,16,3,/,11,15,12
C/C=C/C=C/C(=O)Nc1nccs1,/,-1,7,-1,/,-2,-1
COc1ccc(NC(=O)COC(=O)c2cc(C)oc2C)c([N+](=O)[O-])c1,-8,0,0,-2,-5,-10,2
COc1cccc2[nH]c(C(=O)NCCc3ccccc3)cc12,?,-62,17,-10,-8,2,-6
O=C(O)CSc1nc2c(c(C(F)(F)F)n1)CCc1ccccc1-2,/,-9,1,/,/,6,-5
C[C@@H]1CN([C@H](C)CO)S(=O)(=O)c2ccc(-c3ccc(F)cc3)cc2O[C@@H]1CN(C)C(=O)C1CC1,2,5,/,/,5,-25,/
CC(C)(C)CC(C)(C)NCC(=O)Nc1c2c(nc3ccccc13)CCC2,/,-28,2,-1,/,-13,-1
COc1nn(CC(=O)N2N=C(C)CC2(O)C(F)(F)F)cc1[N+](=O)[O-] (stereo not given),-6,/,/,/,6,-1,/
CC(C)NC(=O)Nc1ccc2c(c1)CC(=O)N([C@H](C)CO)C[C@@H](C)[C@H](CN(C)C(=O)NC(C)C)O2,3,29,2,1,31,/,-24
Nn1c(-c2ccc(O)cc2)nnc1-c1ccc(O)cc1,-4,8,-4,-1,5,4,-2
Cc1cccc(C)c1-n1nnnc1C(c1ccccc1)N1CCN(C/C=C/c2ccccc2)CC1 (stereo not given),5,6,3,2,3,-3,-1
O=C1[C@H]2[C@@H](c3ccc(C(F)(F)F)cc3)N[C@]3(CCCN(CC4CCCCC4)C3=O)[C@H]2C(=O)N1Cc1ccccc1,2,11,4,-2,1,-9,7
COc1ccc(-c2cnc3c(c2)C(=O)N([C@@H](C)CO)C[C@H](C)[C@@H](CN(C)C)O3)cc1,-2,20,-3,2,12,3,-42
CCN(CC)c1ccc(/C=N/N2CC(=O)NC2=S)cc1,16,-15,8,1,-43,-10,-5
Nc1ncnc2c1ncn2[C@@H]1O[C@H](C(=O)Nc2ccc(Oc3ccccc3)nc2)[C@@H](O)[C@H]1O,-3,5,2,-1,9,11,-4
CC1CCCN(S(=O)(=O)c2ccc3c(c2)c(=O)nc2ccccn23)C1 (stereo not given),4,2,10,-17,11,-17,-1
CN(C)C(=O)c1ccc(NC(=O)COC(=O)c2cc3c(s2)CCCCC3)cc1,2,-2,1,-2,1,-1,-4
Cc1cc(OCCn2cnc3ccccc3c2=O)ccc1[N+](=O)[O-],/,-5,1,-2,/,-3,-4
CNC(=O)C[C@H]1CC[C@@H]2[C@@H](COc3ccc(NC(=O)c4ccccc4F)cc3C(=O)N2C)O1,0,10,/,/,-8,-11,/
Cc1ccc(NC(=S)N2CCN(C3CCCCC3)CC2)cc1,-1,-5,/,/,-9,/,/
CCCC#Cc1ccc2c(c1)O[C@@H](CN(C)C(=O)Nc1ccccc1F)[C@H](C)CN([C@@H](C)CO)S2(=O)=O,-1,8,-1,17*,-5,5,-3
CN(C)CCCN1c2ccc(O)cc2Sc2ccc(Cl)cc21,/,/,-13,/,/,5,3
C[C@H]1CN([C@@H](C)CO)C(=O)c2cc(-c3cccnc3)cnc2O[C@H]1CN(C)C(=O)Nc1ccc(F)cc1,-2,-11,0,-4,4,/,1
CC(=O)c1cccc(NC(=O)c2ccc(NC(=O)CC3SC(N4CCCCC4)=NC3=O)cc2)c1 (stereo not given),/,11,5,-1,/,-14,-5
COc1ccc(CCN(C)C(=O)CNC(=O)c2ccccc2F)cc1OC,/,-17,0,-1,/,2,4
C(#CCN1CCOCC1)COCCOC(c1ccccc1)c1ccccc1,1,3,/,/,3,7,/

# Arranged by count of non-hydrogen atoms (highest first): some entries from above
SMILES,esBAF inh,LGR2 antag,CASP6 VEID inh,SIRT5 block,Statin myotox sup,FN deposit inh,S100A4 MyoIIA
O=C1[C@H]2[C@@H](c3ccc(C(F)(F)F)cc3)N[C@]3(CCCN(CC4CCCCC4)C3=O)[C@H]2C(=O)N1Cc1ccccc1,2,11,4,-2,1,-9,7
CCCC#Cc1ccc2c(c1)O[C@@H](CN(C)C(=O)Nc1ccccc1F)[C@H](C)CN([C@@H](C)CO)S2(=O)=O,-1,8,-1,17*,-5,5,-3
CC(C)NC(=O)Nc1ccc2c(c1)CC(=O)N([C@H](C)CO)C[C@@H](C)[C@H](CN(C)C(=O)NC(C)C)O2,3,29,2,1,31,/,-24
CC(=O)c1cccc(NC(=O)c2ccc(NC(=O)CC3SC(N4CCCCC4)=NC3=O)cc2)c1 (stereo not given),/,11,5,-1,/,-14,-5
CNC(=O)C[C@H]1CC[C@@H]2[C@@H](COc3ccc(NC(=O)c4ccccc4F)cc3C(=O)N2C)O1,0,10,/,/,-8,-11,/
COc1ccc(-c2cnc3c(c2)C(=O)N([C@@H](C)CO)C[C@H](C)[C@@H](CN(C)C)O3)cc1,-2,20,-3,2,12,3,-42
CN(C)C(=O)c1ccc(NC(=O)COC(=O)c2cc3c(s2)CCCCC3)cc1,2,-2,1,-2,1,-1,-4
C(#CCN1CCOCC1)COCCOC(c1ccccc1)c1ccccc1,1,3,/,/,3,7,/
CC1CCCN(S(=O)(=O)c2ccc3c(c2)c(=O)nc2ccccn23)C1 (stereo not given),4,2,10,-17,11,-17,-1
COc1nn(CC(=O)N2N=C(C)CC2(O)C(F)(F)F)cc1[N+](=O)[O-] (stereo not given),-6,/,/,/,6,-1,/
Cc1ccc(NC(=S)N2CCN(C3CCCCC3)CC2)cc1,-1,-5,/,/,-9,/,/
Nn1c(-c2ccc(O)cc2)nnc1-c1ccc(O)cc1,-4,8,-4,-1,5,4,-2

# (list continues)
SMILES,esBAF inh,LGR2 antag,CASP6 VEID inh,SIRT5 block,Statin myotox sup,FN deposit inh,S100A4 MyoIIA
Cc1cccc(NC(=O)CSc2nc(=O)n(CCN3CCOCC3)c3c2CCCC3)c1C,2,21,-1,1,14,4,2
CCCNC(=O)C[C@H]1CC[C@H]2[C@@H](COc3ccc(NC(=O)NCC)cc3C(=O)N2C)O1,4,6,-1,-2,24,7,-3
CC1Cc2ccccc2N1S(=O)(=O)c1cccc(C(=O)Nc2cccnc2)c1 (stereo not given),5,14,1,-2,-47,-19,2
C[C@@H]1CN([C@H](C)CO)C(=O)c2cc(C#CC3(O)CCCC3)cnc2O[C@@H]1CN(C)CC1CC1,-4,-1,-2,-1,/,-3,-4
CCCn1c(N)c(C(=O)CN(C)CC(=O)Nc2ccc(F)cc2)c(=O)[nH]c1=O,2,12,0,-3,-5,-1,-24
C/C=C/c1ccc2c(c1)O[C@H](CNC)[C@@H](C)CN([C@H](C)CO)S2(=O)=O,-1,-3,/,/,-3,/,/
Cc1ccc2nc3c(cc(C(=O)NC4CCS(=O)(=O)C4)n3Cc3ccccc3)c(=O)n2c1 (stereo not given),-3,-3,2,-56,9,-4,-1
O=[N+]([O-])c1cc(Br)cc(C=Nc2ccc3c(c2)OCO3)c1O,-8,-14,0,1,20,-3,-5
COC(=O)[C@H]1CN(C(=O)c2ccccc2)C(=O)N1,3,-1,1,/,8,-5,0
Cc1cccc(S(=O)(=O)N2C[C@@H](O)COC[C@H]3O[C@H](CC(=O)Nc4ccccc4)CC[C@@H]32)c1,2,4,-1,-3,-6,6,1
COc1cc(/C=C2/C(=O)NN(c3ccc(Cl)cc3)C2=O)cc(OC)c1O,-5,6,5,1,3,4,2
CCc1cc(C(=O)NC(C)C2CCCO2)cs1 (stereo not given),21,-4,0,2,5,/,0
O=C(Nc1ccc(F)cc1)N1CC(=O)N2[C@H](CO)[C@@H](c3ccc(C4=CCCC4)cc3)[C@H]2C1,/,9,6,6,/,1,1
CCc1csc(N2[C@H](C#N)[C@H](c3ccccc3C3=CCCC3)[C@H]2CO)n1,/,-1,1,-1,/,-8,4
Brc1ccc(-c2nc3ccccc3s2)s1,-27,-22,/,/,7,/,/
CC1(c2ccc(OC(F)F)cc2)NC(=O)N(CC(=O)Nc2ccc3[nH]c(=O)[nH]c3c2)C1=O (stereo not given),-2,-4,-1,-5,-3,-10,1
Cc1noc(C)c1NC(=O)Nc1cccc2c1O[C@H](CN(C)Cc1ccc(-c3ccccc3)cc1)[C@H](C)CN([C@@H](C)CO)C2=O,2,18,-2,-2,27,/,-8
CC1=NN(C(N)=S)C(=O)C1N=Nc1cc(Cl)ccc1Cl (stereo not given),6,7,-4,1,-6,-9,3
O=C(Cn1nc(C(=O)O)c2ccccc2c1=O)Nc1ccccc1C(F)(F)F,-6,16,-3,-1,6,-6,-5
C[C@@H]1CN([C@@H](C)CO)C(=O)c2cccc(NC(=O)NC3CCCCC3)c2O[C@@H]1CN(C)Cc1ccc(C(=O)O)cc1,4,19,-4,0,14,/,-16
O=C(Nc1cccc2c1CCCC2)c1cc(C2CCCCN2S(=O)(=O)c2cccs2)on1 (stereo not given),-5,17,2,/,23,-6,5
Cc1ccc(S(=O)(=O)C2(S(=O)(=O)c3ccc(C)cc3)CC2)cc1,8,7,0,2,-30,-4,0
COc1cc(/C=N/NC(=O)Cn2cnc3c2c(=O)n(C)c(=O)n3C)cc(OC)c1OC,/,/,0,-7,/,0,-11
CCOc1cc(NC(=S)NCCOC)c(OCC)cc1NC(=O)c1cccs1,/,-2,2,6,/,-14,2

# High-throughput results (PubChem BioAssay)

# An excerpt (hit frequency here may not be typical).
